CHRM5 antagonist = antagonists of human muscarinic M5 receptor (CHRM5) | CHO-hM5 cells, Fluo-8 calcium fluorescence, ACh EC80 | inhibition, % at 3 µM | hit rate 0.59% among 360,000 | AID 624040;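 active = inhibition above a per-plate cutoff, the mean of that plate's test compounds plus 3 SD, cut at about 27% in these data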;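 also: 0% = acetylcholine EC80 with DMSO and 100% = DMSO without agonist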
Target sequence (P08912 whole entry, looked up): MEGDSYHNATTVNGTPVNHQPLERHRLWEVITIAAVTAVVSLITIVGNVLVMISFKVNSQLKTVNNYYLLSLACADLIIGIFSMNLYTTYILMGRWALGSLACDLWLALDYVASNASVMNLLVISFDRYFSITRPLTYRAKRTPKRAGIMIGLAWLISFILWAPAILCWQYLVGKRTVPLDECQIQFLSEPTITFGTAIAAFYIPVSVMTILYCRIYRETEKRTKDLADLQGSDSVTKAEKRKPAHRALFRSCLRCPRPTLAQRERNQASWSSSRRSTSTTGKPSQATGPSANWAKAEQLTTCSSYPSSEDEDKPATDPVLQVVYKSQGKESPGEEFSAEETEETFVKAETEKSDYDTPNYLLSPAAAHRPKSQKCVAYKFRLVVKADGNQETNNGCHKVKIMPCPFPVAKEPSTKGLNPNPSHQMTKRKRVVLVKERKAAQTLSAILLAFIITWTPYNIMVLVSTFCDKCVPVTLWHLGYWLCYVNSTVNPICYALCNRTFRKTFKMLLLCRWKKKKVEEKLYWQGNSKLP
CRFBP-R2 agonist = CRF-BP/CRF-R2 complex agonism; hit rate 0.46% among 350,000; HEK293 CRF-R2/CRF-BP, calcium dye fluorescence (FLIPR); percent of saturating CRF peptide response; AID 588473; activation, % at 13.2 µM;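 active = activation of at least 50%, plus an integration ratio under a set limit after plate pattern correction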;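 also: plate controls were neutral control wells without compound for no effect and CRF at EC100 for full effect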
CHRM5 agonist = agonists of human muscarinic M5 receptor (CHRM5). P08912. CHO-K1 hM5 cells, Fluo-8 calcium fluorescence; 0% DMSO wells, 100% maximal acetylcholine response. activation, % at 3 µM. hit rate 0.19% among 360,000;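 active = activation above the run's mean over test compounds plus 3 SD, cut at about 23% in these data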;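 also: signal is peak over basal fluorescence ratio across the kinetic read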
CHRM4 agonist = CHRM4 agonism in calcium assay. P08173. CHO-K1 hM4/Gqi5, Fluo-8 calcium fluorescence; vehicle 0%, full acetylcholine response 100%. activation, % at 3 µM. hit rate 0.14% among 360,000;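 active = activation above the run mean over all test wells plus 3 SD, cut at about 32% in these data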;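 also: peak over basal fluorescence ratio per well then scaled between controls; 0% = DMSO wells and 100% = acetylcholine at EC100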
M5 PAM = potentiates acetylcholine response at human M5 receptor; P08912; CHO-K1 hM5, Fluo-8 calcium, ACh EC20 PAM; 0% = ACh EC20, 100% = ACh EC100; activation, % at 3 µM; hit rate 0.3% among 360,000; AID 624038;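 active = activation above the run cutoff, the mean activation of all test compounds plus 3 SD, cut at about 18% in these data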
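Assay system – human M5 receptor in CHO-K1 cells · Read-out – % activation, ACh-normalized · Technique – Fluo-8 calcium fluorescence · Dosing – single-point, 3 µM nominal · Incubation – Fluo-8 loading 80 min at 37 °C plus 30 min room temperature · Repeats – singlicate, one well per test compound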
CHRM4 PAM = CHRM4 positive allosteric modulation; P08173; CHO-K1 hM4/Gqi5, Fluo-8 calcium fluorescence, ACh EC20; 0% = ACh EC20, 100% = maximal ACh; activation, % at 3 µM; hit rate 0.4% among 360,000; AID 624126;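 active = activation above its plate's cutoff, the mean activation of sample wells plus 3 SD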; also: some results filed as inactive read as strong as hits
CHRM1 PAM = positive allosteric modulators of human M1 muscarinic receptor. hit rate 0.088% among 360,000. P11229. activation, % at 3 µM. AID 588819. CHO-K1 hM1, Fluo-8 calcium fluorescence, ACh EC20; 0% = ACh EC20, 100% = maximal ACh; in the data active = activation above about 19%, passing the limit was not always enough
Target sequence (P11229 whole entry, looked up): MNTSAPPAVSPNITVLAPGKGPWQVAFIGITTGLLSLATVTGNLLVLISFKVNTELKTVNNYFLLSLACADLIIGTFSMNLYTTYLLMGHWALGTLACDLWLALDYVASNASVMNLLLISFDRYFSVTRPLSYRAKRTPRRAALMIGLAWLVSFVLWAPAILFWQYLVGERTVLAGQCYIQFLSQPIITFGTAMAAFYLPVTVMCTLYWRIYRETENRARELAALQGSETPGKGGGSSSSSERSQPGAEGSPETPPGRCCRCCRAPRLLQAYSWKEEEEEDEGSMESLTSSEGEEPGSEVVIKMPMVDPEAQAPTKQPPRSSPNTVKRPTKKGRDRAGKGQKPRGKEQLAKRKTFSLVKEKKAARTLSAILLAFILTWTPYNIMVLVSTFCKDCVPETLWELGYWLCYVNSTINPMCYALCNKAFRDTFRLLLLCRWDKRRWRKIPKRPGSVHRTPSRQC
CHRM1 antagonist = antagonists of human M1 muscarinic receptor; P11229; CHO-K1 hM1, Fluo-8 calcium fluorescence, ACh EC80 antagonist; inhibition, % at 3 µM; hit rate 1.3% among 360,000; AID 588852;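 active = percent inhibition above its own plate's cutoff, namely the mean of that plate's compound wells plus 3 SD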;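 also: peak over basal fluorescence ratio during 140 s after agonist addition; 0% = ACh EC80 plus DMSO and 100% = DMSO alone without agonist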
M4 antag = blocks acetylcholine activation of human M4 receptor; P08173; CHO-hM4 cells, ACh EC80, Fluo-8 calcium fluorescence; inhibition, % at 3 µM; hit rate 0.73% among 360,000; AID 624125;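 active = inhibition above its plate's cutoff, the mean inhibition of sample wells plus 3 SD, cut at about 27% in these data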;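 also: 0% = acetylcholine EC80 with DMSO and 100% = DMSO without agonist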
* hit, by the source's call; x = not tested or not shown.

SMILES	CHRM5 antagonist	CRFBP-R2 agonist	CHRM5 agonist	CHRM4 agonist	M5 PAM	CHRM4 PAM	CHRM1 PAM	CHRM1 antagonist	M4 antag
CCOC(=O)C1CCCN(c2c(C(=O)c3ccccc3)cnc3ccc(OC)cc23)C1 (stereo not given)	6.8	-1.5	31.7*	11.4	-19.8	-9.8	-29.2	50.9*	5.0
O=C1c2ccccc2CCC12N=NCC2c1ccc(Cl)cc1 (stereo not given)	-0.9	-1.3	-1.6	-2.4	-1.9	-2.7	10.4	-10.9	-12.4
CCc1nc2ccc(C(=O)Nc3cc(-c4ccccc4)ccc3OC)cn2c1N(C)Cc1ccc(OC)cc1	1.1	x	-0.6	0.6	2.9	-1.9	2.3	-5.4	-6.1
Cc1nc(S(=O)(=O)N(C)Cc2ccccc2)c(C#N)c(C)c1Cl	0.3	-1.0	-2.7	-0.1	12.2	-4.9	-12.0	18.1	9.6
O=C([C@H]1O[C@@H](n2ccc(=O)[nH]c2=O)[C@H](O)[C@@H]1O)N1CCSC1	5.5	x	2.1	0.6	-4.7	-3.4	-4.2	-2.7	-3.9
C=CCOC(=O)C1=C(C)NC(=S)NC1c1cccs1 (stereo not given)	15.5	-0.7	-1.1	3.5	-1.5	19.7	16.3	-0.7	-1.5
CC(C)c1nc(N2CCN(C(=O)c3ccco3)CC2)c(C#N)c2c1COC(C)(C)C2	10.3	-1.1	-2.5	4.6	-5.1	-6.6	-6.8	2.5	-0.5
CC(NC(=O)COC(=O)/C=C/c1cccc(C(F)(F)F)c1)c1ccccc1 (stereo not given)	5.4	1.1	-0.6	1.1	-6.3	0.8	6.0	-3.3	-7.2
O=c1[nH]c2c(s1)C=Nc1ccccc1N2	-5.8	41.9	4.9	6.5	-1.0	-4.3	2.1	-2.7	5.3
CC1Cn2c(nnc2C23CC4CC(CC(C4)C2)C3)S1 (stereo not given)	-3.3	-0.2	-0.5	1.4	3.2	-8.2	-1.3	-9.6	2.7
O=C(CSc1ncc(-c2ccc(F)cc2)n1Cc1ccco1)Nc1nccs1	10.1	-0.9	-3.8	0.3	-13.1	-5.9	-2.4	11.6	-1.4
c1ccc2nc3c(cc2c1)CCCCCC3	-6.4	0.0	-8.3	0.5	-1.4	-1.2	0.6	-21.0	0.9
CCn1c(COc2cccc(OC)c2)nnc1SCC(=O)Nc1cccc(OC)c1	2.2	-0.3	2.1	6.2	-4.2	19.6	2.9	-1.0	15.4
O=C(CNC(=O)c1ccccc1F)NCCc1ccccc1F	9.7	-0.2	-0.2	-0.2	-8.4	-1.5	-10.0	27.9*	1.7
O=C(NC12CC3CC(CC(C3)C1)C2)c1ccc(-c2ccccc2Cl)o1	-6.4	-1.5	-0.5	-2.3	-9.7	0.4	-1.9	6.9	3.2
Cn1ncc2c(Nc3ccc([N+](=O)[O-])cc3)nc(Cl)nc21	-1.5	6.3	1.5	0.4	3.6	-1.6	13.6	-22.8	1.3
Fc1ccc(-c2nc3c(Cl)cc(C(F)(F)F)cn3c2Cc2cccc(F)c2)cc1	7.4	x	3.9	1.4	-6.3	11.8	-3.5	-19.4	-11.3
CN(CC(=O)NCCc1ccc(S(N)(=O)=O)cc1)S(=O)(=O)c1cccc2nsnc12	-4.5	0.2	-2.6	2.0	11.5	6.3	17.9	-17.9	-17.3
Cc1cc(C)c(NC(=O)CC(C)(C)C)c(Cl)c1	18.0	-2.3	-5.6	-0.1	0.4	7.1	9.1	-8.3	6.3
Nc1cc(=O)[nH]c(SCC(=O)NCCC2=CCCCC2)n1	-0.5	-0.5	-1.9	1.9	4.5	-1.7	-6.8	5.2	10.3
CC(=O)c1sc(Nc2nc(C)cc(C)n2)nc1C	3.5	-4.6	0.6	0.8	-1.7	5.2	12.1	-13.8	6.4
COc1ccccc1NC(=O)CNC(c1ccccc1)c1ccccc1	2.8	0.6	-5.5	1.2	1.1	-3.5	5.3	-7.4	8.0
CSc1nnc(C)c(=O)n1COC(=O)c1cc(Cl)ccc1[N+](=O)[O-]	6.3	-0.5	-0.8	4.4	-0.7	-4.2	6.7	-8.7	4.5
CCCCCC(=O)Nc1nc(C)c(-c2csc(Nc3ccc(Cl)cc3)n2)s1	5.7	-1.9	2.6	0.3	-1.4	-0.7	-1.1	2.9	-6.4
Cc1ccc(CNC(=O)[C@@H](NC(=O)Cc2ccccc2)C(C)C)cc1	-3.6	-2.1	-4.1	-0.2	0.0	9.1	9.1	-13.7	-28.9
The list continues:
SMILES	CHRM5 antagonist	CRFBP-R2 agonist	CHRM5 agonist	CHRM4 agonist	M5 PAM	CHRM4 PAM	CHRM1 PAM	CHRM1 antagonist	M4 antag
CCOC(=O)c1nn(-c2cccc(C)c2)cc1C(=O)c1ccccc1	2.2	2.1	-0.9	2.2	-7.2	9.5	5.9	-5.4	-1.0
COc1ccccc1CNC(=O)CN1C(=O)N(C)C2(CCCCC2)C1=O	-3.0	2.1	1.6	1.6	1.4	2.1	3.5	-5.6	-7.6
COc1cccc(NC(=O)COc2ccc(S(=O)(=O)NC(C)C)cc2)c1	7.8	0.2	-1.7	1.8	3.9	9.9	10.4	-11.8	2.1
CCOC(=O)c1cnc(SC)nc1Oc1cccc(NS(=O)(=O)c2ccccc2)c1	6.2	13.1	-5.1	0.2	11.9	1.2	11.6	-11.7	0.6
COc1ccc(NC(=O)c2cccc(S(=O)(=O)NCc3ccccc3)c2)cc1S(N)(=O)=O	-1.7	-1.1	5.9	1.4	9.1	6.6	3.3	-2.1	2.3
CN(C)C(=S)SCCn1c(N)nc(N(C)C)nc1=O	6.7	-1.4	6.9	10.9	-5.5	-24.2	-2.2	9.2	1.1
Cc1ccc(C(=O)NCC(=O)OCCCOC(=O)CNC(=O)c2ccc(C)c(C)c2)cc1C	4.7	0.8	-1.9	9.5	-10.4	0.2	2.7	-1.9	3.1
NC(=O)COC(=O)c1ccccc1OCc1ccccc1Cl	12.5	-1.5	-1.9	1.9	-5.9	7.7	2.2	-0.9	-0.7
O=[N+]([O-])c1nn(-c2ccc3c(c2)OCCO3)n(O)c1=NCc1ccccc1Cl	-5.8	-1.4	0.7	-0.2	2.6	1.8	4.7	-11.6	-4.0
CC1SCC(=O)N(CC(=O)Nc2ccc3c(c2)OCCO3)C1=O (stereo not given)	4.3	-3.4	-1.6	4.2	3.2	9.8	9.8	-9.4	4.0
NC(=O)c1c(N)sc(=S)n1-c1ccccc1	-2.4	0.2	-5.6	0.9	2.7	-0.6	5.0	-1.4	1.6
CCCc1cc2c(cc1NC(=O)c1ccco1)OCO2	7.6	-0.8	3.9	1.4	3.5	3.2	8.6	-7.7	1.9
Cc1nc2ccccc2c(=O)n1CCc1ccc(O)cc1	7.0	1.6	2.0	7.7	-9.7	-6.0	-5.9	1.3	0.8
CC(=O)N1CCN(C(=O)c2ccc(-n3c(C)ccc3C)cc2)CC1	2.7	-1.9	0.5	0.4	4.1	5.3	15.1	-13.2	-3.2
COC(=O)c1ccc(C(=O)OC)c(NC(=O)CCC(=O)O)c1	6.7	-0.4	2.0	1.5	-3.8	-4.6	2.6	-11.9	-3.1
Cc1cc(=O)[nH]c(SCC(=O)C23CC4CC(CC(C4)C2)C3)c1C#N	-2.0	15.0	3.5	2.8	-0.1	2.8	2.0	-2.6	3.1
CC(NC(=O)c1cc2cc(F)ccc2[nH]1)c1ccccc1 (stereo not given)	4.3	5.8	4.8	17.8	-3.3	-8.0	1.1	-10.2	-3.3
Cc1cccc(N2CCCC2=Nc2ccc(Br)cc2C#N)c1	4.3	7.8	1.2	0.3	-7.5	6.7	5.2	-1.6	-8.6
COc1ccc(N/C(C)=C2/C(=O)C(=O)N(CCO)C2c2ccc(Br)cc2)cc1 (stereo not given)	5.8	0.5	-8.2	-0.2	1.8	-5.4	2.8	0.9	7.0
CC(C)C[C@H](NC(=O)OC(C)(C)C)C(=O)N[C@@H](CO)[C@H](O)[C@@H]1C[C@@H]1C(=O)N(C)C	4.9	3.2	3.9	0.7	6.6	-0.6	10.8	-7.7	10.8
Cc1cn([C@H](C(=O)NCCCCCCCCCCC(=O)N2CCN(C(=O)OC(C)(C)C)CC2)[C@@H](C)O)nn1	14.6	-1.5	-3.6	14.5	-7.5	-10.9	-21.6	22.7	-1.1
COc1cc(C(=O)NCC2CCCO2)ccc1OCc1ccccc1 (stereo not given)	-13.6	0.6	-0.3	1.2	8.0	13.9	15.3	-15.1	-3.9
CC12CC(c3ccccc3O1)N(C(=O)c1ccco1)C(=O)N2c1ccccc1 (stereo not given)	-6.9	-3.2	-5.4	-0.6	-2.5	21.5	8.3	-6.4	0.6
CC(C)c1ccc(C(=O)Nc2ccc(N3CCOCC3)cc2)cc1	4.5	-1.5	-3.0	5.1	3.4	-3.2	8.5	-3.4	-0.5
CCSc1ncc(Cl)c(C(=O)Nc2ccc(S(N)(=O)=O)cc2)n1	-4.9	-0.7	-5.5	0.3	1.1	1.8	5.6	-9.7	-9.1

Structures listed so far shown as hits in CHRM5 agonist.
molecule | CHRM5 antagonist | CRFBP-R2 agonist | CHRM5 agonist | CHRM4 agonist | CHRM4 PAM | CHRM1 PAM | CHRM1 antagonist | M4 antag
CCOC(=O)C1CCCN(c2c(C(=O)c3ccccc3)cnc3ccc(OC)cc23)C1 (stereo not given) | 6.8 | -1.5 | 31.7* | 11.4 | -9.8 | -29.2 | 50.9* | 5.0

Next section
SMILES	CHRM5 antagonist	CRFBP-R2 agonist	CHRM5 agonist	CHRM4 agonist	M5 PAM	CHRM4 PAM	CHRM1 PAM	CHRM1 antagonist	M4 antag
CCOC(=O)c1c(-c2ccc(OC)cc2)csc1/N=C/N(C)C	2.7	-0.8	-4.0	1.0	-4.2	-2.0	6.3	-13.3	-3.6
COc1cc(OC)nc(S(C)(=O)=O)n1	-2.5	-1.8	-1.0	1.5	1.4	-0.8	13.5	-16.8	4.3
Cc1ccc(NC(=O)COC(=O)C2CC3C=CC2C3)cc1S(=O)(=O)N1CCCCC1 (stereo not given)	16.5	7.2	2.1	11.1	-17.8	-0.3	-11.1	16.8	-21.0
CCCC(OC(=O)CC1Sc2ccccc2NC1=O)C(=O)NCc1ccco1 (stereo not given)	10.4	-1.5	-0.2	4.1	-6.4	12.8	2.9	-1.9	2.8
Cc1ccc(S(=O)(=O)N2[C@H](CC(=O)OCc3ccccc3)OC[C@@H]2C)cc1	10.4	x	0.0	9.8	-8.1	-5.0	x	x	-2.8
Cc1ccc(C(=O)NCCN2CCCC2)cc1	-7.6	0.6	-1.3	0.0	0.8	-0.8	4.1	-35.7	-12.7
c1ccc(CN2CCCC3(CCCN(Cc4nc(CC5CC5)no4)C3)C2)cc1 (stereo not given)	-3.4	5.5	-11.4	-0.3	7.0	-25.7	-13.4	19.1	22.0
CS(=O)(=O)c1ccc(Cl)c(NC(=O)COC(=O)c2c(Cl)cccc2Cl)c1	11.1	-1.4	-0.4	5.2	-6.3	-5.6	1.6	2.6	1.0
CCc1nc2ccc(C(=O)N(CC)CCN(C)C)cn2c1N(CC)CCOC	0.1	x	-2.4	0.9	-1.6	5.6	5.7	-6.2	-11.2
O=C(COC(=O)COc1ccccc1F)Nc1cccc(S(=O)(=O)N2CCCCC2)c1	-2.2	0.4	3.2	4.5	-6.3	-5.2	-2.5	-1.4	11.4
O=C1CN(c2nc3ccccc3n3cnnc23)CC(=O)N1CCc1ccccc1	1.3	0.4	1.0	0.9	-2.1	0.8	-2.5	8.1	-4.5

Rows were taken by chance (roughly 2.8% active in at least one column).
